Screening results as filed in PubChem.
IMPase Li inh: cell-permeable IMPase inhibitors with lithium potentiation; CHO-M1 cells, IP1 TR-FRET (IP-One), carbachol + lithium; Potency, µM (highest dose often 59.4 µM), without a hit: at the highest dose activity, negative = IMPase inhibition, most hits filed as inhibitors; AID 1457; 210,000 compounds, 0.35% hits;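 further: IP1 builds up when IMPase is blocked and the TR-FRET signal falls; plate controls were basal vehicle for no effect and high inhibitor control for full effect; nearly all actives have a fitted effect of over 50% in size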
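CHO-M1, 2000 cells/well, 16–30 h culture; cpd + low Li+, 30 min 37C; lysis with d2-IP1/Eu-anti-IP1 Ab, 10 min RT; TR-FRET 665/620 ratio and 620 channel; AC50 via Hill.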
SMN2 splice up: increases expression of the SMN2 splice variant; HEK293 SMN2-luciferase splicing reporter, luminescence, 30-36 h; Potency, µM (series often up to 46.1 µM), for inactives: at the highest dose activity change, positive = activation, actives largely listed as activators; 210,000 compounds, 2.8% hits; AID 1458; further: % of control where 0% means no effect; nearly all actives have a fitted effect of over 55% in size
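qHTS luciferase splicing reporter: luminescence rises when SMN2 exon 7 is included in transfected HEK293 cells. Compound exposure lasted 30-36 h at 37C, with 4.5 mM final sodium butyrate as control, followed by a ONE-Glo read.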
Epigenetic derep: epigenetic control regulation, reporter derepression. murine LDR cells, GFP reporter derepression, 30 h. Potency, µM (series often up to 53.9 µM), for the others: at the top dose GFP activation, hits mostly activators. 280,000 compounds, 0.2% hits. AID 1865; further: % of control where 0% means no effect; nearly all actives have a fitted effect of over 60% in size
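Derepression of a silenced CMV-GFP reporter in murine LDR cells is scored by enumerating GFP-positive cells with a laser-scanning microplate cytometer after 30 hours of treatment at 37 C.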
Luc counter: Kinase-Glo luciferase inhibition (counter-screen); Q27757; Kinase-Glo luciferase, ATP luminescence, 8 min; Potency, µM (top dose mostly 38.3 µM), inactives show at the highest dose activity change, negative = inhibition, most hits filed as inhibitors; 200,000 compounds, 0.28% hits; further: on the % scale 0 is the no-effect control and ±100 the full control effect; nearly all actives have a fitted effect of over 60% in size
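Luminescence was the read-out, taken after 8-minute incubation at ambient temperature. Luciferase turned over luciferin with 10 uM ATP in imidazole pH 7.2 buffer containing KCl, MgCl2, Tween 20 and BSA.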
GoLoco inh red: inhibitors of human Gai1-RGS12 GoLoco interaction (red fluorophore); P63096; Gai1:RGS12 GoLoco peptide FP, rhodamine, 10 min; Potency, µM (highest dose often 61.6 µM), inactives show at the highest dose activity, negative = inhibition, most hits filed as inhibitors; 230,000 compounds, 0.44% hits; AID 880; active means well fitted inhibition curve with a large enough effect, not every such curve was filed as active; inactive means no such curve, though single readings can be large or run the other way; further: on the % scale 0 is the no-effect control and ±100 the full control effect; nearly all actives have a fitted effect of over 30% in size; many of its hits are not listed in these tables
Target sequence (P63096 whole entry, looked up): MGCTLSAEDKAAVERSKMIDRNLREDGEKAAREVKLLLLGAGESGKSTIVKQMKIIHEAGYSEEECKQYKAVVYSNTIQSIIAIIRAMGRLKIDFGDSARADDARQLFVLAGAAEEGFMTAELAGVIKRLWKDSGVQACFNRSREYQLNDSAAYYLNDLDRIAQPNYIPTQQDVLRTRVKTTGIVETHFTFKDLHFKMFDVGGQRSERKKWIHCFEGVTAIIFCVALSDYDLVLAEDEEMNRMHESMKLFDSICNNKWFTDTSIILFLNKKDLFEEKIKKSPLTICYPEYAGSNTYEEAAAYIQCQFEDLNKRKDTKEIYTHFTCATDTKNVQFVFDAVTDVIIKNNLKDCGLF
KDM4E inh: inhibitors of human JMJD2E histone demethylase; Potency, µM (series often up to 57.1 µM), without a hit: at the highest dose activity change, negative = inhibition, usual class: inhibitors; JMJD2E catalytic domain, FDH-coupled NADH fluorescence (FDH is formaldehyde dehydrogenase); B2RXH2; 230,000 compounds, 1.6% hits; active means well fitted inhibition curve with a large enough effect, not every such curve was filed as active; inconclusive means small, poorly fitted or top-dose-only effect, or another doubt; inactive means no such curve, though single readings can be large or run the other way;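 further: 0% = wells with enzyme and -100% = buffer wells without enzyme; nearly all actives have a fitted effect of over 50% in size; many of its hits are not listed in these tables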
Target sequence (B2RXH2 1-337 limits assumed): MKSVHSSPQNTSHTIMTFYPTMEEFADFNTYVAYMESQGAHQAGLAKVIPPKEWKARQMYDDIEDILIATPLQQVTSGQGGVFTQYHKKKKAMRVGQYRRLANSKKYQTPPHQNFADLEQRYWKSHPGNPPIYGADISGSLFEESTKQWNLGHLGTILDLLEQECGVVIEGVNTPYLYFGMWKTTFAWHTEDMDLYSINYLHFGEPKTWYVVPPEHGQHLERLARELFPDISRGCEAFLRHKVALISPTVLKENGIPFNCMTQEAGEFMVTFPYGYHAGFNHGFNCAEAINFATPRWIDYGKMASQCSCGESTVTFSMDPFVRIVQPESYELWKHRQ
RECQ1 inh: RECQ1 (human) helicase inhibition. P46063. RECQ1 DNA unwinding, red fluorescence kinetic read. Potency, µM (series often up to 57.3 µM), for the others: top-dose activity, negative = inhibition, hits mostly inhibitors. 240,000 compounds, 0.54% hits. AID 2549;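 further: plate controls were vehicle for no effect and no enzyme for full effect; nearly all actives have a fitted effect of over 30% in size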
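RECQ1T1 50 nM; forked duplex (20 bp + 30-nt ss tails) 200 nM, ATP 2 mM final; pH 8.0, 2 mM MgCl2, 2.5 ug/ml poly(dI-dC); 15 min compound preincubation; discontinuous kinetic read over 2 h at RT.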
NPSR antagonist: neuropeptide S receptor (human) antagonism, cAMP | CHO-NPSR cells, cAMP TR-FRET, antagonist mode | Potency, µM (titrated, usually from 38.3 µM), for inactives: at the highest dose activity change, negative = inhibition, actives largely listed as inhibitors | AID 1461 | Q6W5P4 | 220,000 compounds, 1% hits; further: on the % scale 0 is the no-effect control and ±100 the full control effect; nearly all actives have a fitted effect of over 50% in size; many of its hits are not listed in these tables
Target sequence (Q6W5P4 whole entry, looked up): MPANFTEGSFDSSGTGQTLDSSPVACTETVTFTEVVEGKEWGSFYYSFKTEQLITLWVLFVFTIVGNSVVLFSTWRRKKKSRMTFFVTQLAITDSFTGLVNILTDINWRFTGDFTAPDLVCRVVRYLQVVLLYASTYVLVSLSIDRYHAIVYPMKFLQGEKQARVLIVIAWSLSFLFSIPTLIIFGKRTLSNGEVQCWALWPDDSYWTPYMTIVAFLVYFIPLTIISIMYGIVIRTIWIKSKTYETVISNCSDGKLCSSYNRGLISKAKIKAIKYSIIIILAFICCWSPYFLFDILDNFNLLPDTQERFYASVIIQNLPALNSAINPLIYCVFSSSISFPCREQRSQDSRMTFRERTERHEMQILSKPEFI
* hit, by the source's call; i = inactive; ? = inconclusive; nt = no result given; & = joins results of further samples; [ ] = another dose, or the depositor's remark. Unless noted, the call rests on the fitted dose curve; in most records, active means well fitted curve in the direction sought with a large enough effect; inconclusive means small, poorly fitted or top-dose-only effect, or another doubt; inactive means no such curve, though single readings can be large; an effect the other way counts as inactive or inconclusive. Potency means the concentration at half of the fitted maximal effect. Only part of the results is shown; the hit share may differ from the screen's.

canonical_smiles	Luc counter	IMPase Li inh	NPSR antagonist	KDM4E inh	Epigenetic derep	SMN2 splice up	GoLoco inh red	RECQ1 inh
Cc1ccc(Oc2ccc(C(F)(F)F)cc2[N+](=O)[O-])c([N+](=O)[O-])n1	nt	nt	7%	4%	-1.1%	nt	-2%	-1%
Cn1cccc1/C=N/NC(=O)c1ccc(OC(F)(F)C(F)F)cc1	-3%	-2%	-10%	-5%	0.9%	20%	7%	1%
COC(=O)c1cc(OC)c(OC)cc1NC(=O)c1ccc(OC)cc1	-3%	9%[38.3 µM]	3%[46.1 µM]	?	-1.2%	-9%	0%	-8%
O=c1c(C=NCCCn2ccnc2)c(-c2ccccc2)[nH]n1-c1nc2ccccc2s1	-2%	12%[38.3 µM]	-24%[46.1 µM]	-2%	-0.8%	nt	14%	0%
Cc1ccc2oc(=O)cc(/C=C/c3ccccc3)c2c1	-4%	10%	-37%	4%	1.1%	-18%	3%	i
NNC(=O)C(Cc1ccccc1)NC(=O)OCc1ccccc1 (stereo unspecified)	2%	-1%	-22%	7%	2.1%	nt	9%	i
CC(=O)NC1=NN(C(C)=O)C(C)(c2ccc(C)cc2)S1 (stereo unspecified)	-1%	0%	7%	8%	-1.1%	2%	2%	-2%
Fc1cccc(Nc2cc(-n3cccn3)ncn2)c1	1%	-6%	-7%[46.1 µM]	?	-2.0%	-37%[inhibitor]	3%	1%
Cn1c2ccccc2c(=O)c2c(=O)n(-c3ccccc3)c(-c3ccc(C(C)(C)C)cc3)nc21	nt	nt	?	-9%	-1.3%	nt	5%	0%
CC(=O)NC(Cc1ccccc1)C(=O)NC1CCN(C(=O)c2cnccn2)CC1 (stereo unspecified)	8%	-7%	2%[46.1 µM]	-3%	0.0%	9%	-19%	9%

canonical_smiles	Luc counter	IMPase Li inh	NPSR antagonist	KDM4E inh	Epigenetic derep	SMN2 splice up	GoLoco inh red	RECQ1 inh
CC(C)(CO)NCc1cc(Br)ccc1OCc1ccccc1	15%	48%[activator][38.3 µM]	13%[46.1 µM]	-13%	0.8%	-5%	-9%	2%
Cc1nn(C)c(C)c1/C=N/NC(=O)C(C)(C)Oc1ccc(Cl)cc1	-4%	23%[38.3 µM]	-10%[46.1 µM]	2%	-2.0%	?	3%	i
Clc1ccc(-c2nc(-c3ccccn3)no2)cc1Cl	10µM*	-2%[38.3 µM]	0%[46.1 µM]	-3%	0.0%	2.5µM*	13%	-4%
Cc1cc(C)c(S(=O)(=O)NCC(=O)O)cc1C	-2%	26%[38.3 µM]	-3%[46.1 µM]	12%	-1.0%	24%	0%	1%
CN1CCCN(C(=O)CNC(=O)Cc2ccccc2)CC1	2%	11%	12%	8%	-0.4%	18%	8%	-6%
CCOc1ccccc1OCCCC(=O)Nc1nc2ccccc2[nH]1	3%	8%	-6%	4%	3.3%	-4%	-2%	-5%
COCCNC(=O)c1ccc(C)cc1C	3%	11%	18%	8%	-1.6%	5%	4%	-9%
CCOc1ccc(N2C(=O)c3ccc(C(=O)OCC(=O)N(CC)C4CCS(=O)(=O)C4)cc3C2=O)cc1 (stereo unspecified)	-20%	-4%	9%	2%	5.5%	2%	11%	i
O=C(Nc1ccccc1)c1ccccc1O	8%	3%[38.3 µM]	0%[46.1 µM]	?	-4.3%	-4%	-7%	-7%
C=CCOC(=O)CSCC(NC(=O)OC(C)(C)C)C(=O)OCC (stereo unspecified)	-5%	-1%[38.3 µM]	-3%[46.1 µM]	-6%	-0.3%	-5%	5%	0%

canonical_smiles	Luc counter	IMPase Li inh	NPSR antagonist	KDM4E inh	Epigenetic derep	SMN2 splice up	GoLoco inh red	RECQ1 inh
COc1ccc(/C(C)=N/NC(=O)CNC(=O)Cc2ccccc2)c(OC)c1	nt	nt	-9%	5%	0.1%	nt	9%	-14%
CC1(C)CC2CC(C)(CN2S(=O)(=O)c2ccc(C(=O)Nc3cc(S(=O)(=O)N4CCOCC4)ccc3Cl)cc2)C1 (stereo unspecified)	-1%	17%	-6%	-4%	0.0%	nt	2%	-9%
Cn1c(N/N=C/c2ccccc2)nc2sc3c(c2c1=O)CCC3	-6%	10%[38.3 µM]	-28%[46.1 µM]	?	0.0%	-26%	7%	?
CC(=O)Oc1cc(-c2coc3cc(OC(C)=O)c(OC(C)=O)c(OC(C)=O)c3c2=O)cc(OC(C)=O)c1OC(C)=O	0%	14%	nt	3.2µM*	-1.3%	-8%	-24%	1µM*
CCC1(CC)Cc2ccccc2-c2nc(-c3ccccc3)oc(=O)c21	4%	19%[38.3 µM]	-3%[46.1 µM]	-6%	-0.3%	-18%	-1%	-13%
CC(C)c1ccc(NC(=O)C2CCCN(S(=O)(=O)c3cnc[nH]3)C2)cc1 (stereo unspecified)	1%	4%[38.3 µM]	-1%[46.1 µM]	-9%	0.1%	-11%	-5%	-7%
Cc1nc(-c2ccccc2)nc(Cl)c1Cl	-1%	-10%	0%	9%	0.9%	-7%	-7%	0%
O=c1[nH]c(/C(Cl)=C/c2cccc(F)c2)nc2cc(C(F)(F)F)ccc12	4%	-2%	-7%	?	-2.5%	6%	4%	-14%
O=C(c1ccco1)N1CCN(c2ncnc3c2nnn3Cc2ccccc2Cl)CC1	3%	14%	-21%[46.1 µM]	11%	0.0%	-55%[inhibitor]	6%	i
CC(C)(C)C1(C)OC(C(=O)NC2CCCCC2)C(C(=O)NC2CCCCC2)O1 (stereo unspecified)	-4%	-3%[38.3 µM]	-19%[46.1 µM]	-7%	1.4%	9%	7%	-11%

canonical_smiles	Luc counter	IMPase Li inh	NPSR antagonist	KDM4E inh	Epigenetic derep	SMN2 splice up	GoLoco inh red	RECQ1 inh
O=S1(=O)CC/C(=N\Nc2ccccc2)c2ccsc21	1%	4%	13%	-12%	-0.9%[10.1 µM]	-11%	-5%	i
CC(O)C1C(=O)OC2(C)CC(C)(C)NC(=S)N12 (stereo unspecified)	1%	17%	3%[46.1 µM]	5%	1.0%	2%	1%	1%
CCOc1ccc2ccccc2c1C(=O)Nc1cc(=O)n(C)c(=O)n1C	1%	1%	-5%[46.1 µM]	1%	0.0%	9%	3%	-16%
CCc1ccc(N2C(=O)c3cc(N4CCOCC4)c([N+](=O)[O-])cc3C2=O)cc1	-1%	-2%	13%	8%	0.0%	-23%	12%	-5%
CC(C)c1ccc(NC(=O)CCNS(=O)(=O)c2cccc3nsnc23)cc1	1%	20%[38.3 µM]	-10%[46.1 µM]	1%	4.2%&0.1%	-2%&-20%	7%	i
Cc1cc(=O)n2ccccc2c1C#N	-2%	-3%[38.3 µM]	7%[46.1 µM]	?	0.1%	-1%	8%	i
O=C(/C=C/c1cccc([N+](=O)[O-])c1)N1CCN(c2ccccc2F)CC1	-3%	4%	2%	10%	0.1%	11%	6%	-1%
O=C(c1ccc(Cl)cc1)N1CCc2c([nH]c3ccccc23)C1C(F)(F)F (stereo unspecified)	nt	nt	41%	-17%	3.8%	nt	16%	5%
CCN1CCN(c2cc(C)c3cc(NC(=O)c4ccc(OC)c(OC)c4)ccc3n2)CC1	0%	7%[38.3 µM]	-9%[46.1 µM]	?	3.5%&-2.7%	13%&16%	11%	22µM*
CCOc1ccc(N2C(=O)CC(Sc3nc(-c4cccs4)cc(C(F)(F)F)c3C#N)C2=O)cc1 (stereo unspecified)	-3%	8%[38.3 µM]	-7%[46.1 µM]	?	-1.1%	-5%	2%	-8%
C/C(=N/NS(=O)(=O)c1ccc(C)cc1)c1ccc(NC(=O)C(F)(F)F)cc1	3%	4%	-4%	3%	-3.0%	-5%	6%	-18%
O=C(O)Cn1c(C(F)(F)F)nc2ccccc21	-1%	-12%[38.3 µM]	2%[46.1 µM]	10%	-0.7%	18%	-1%	-1%
CN(C)S(=O)(=O)c1cccc(NC(=O)COC(=O)c2cn(-c3ccccc3)nc2-c2ccccc2)c1	-2%	-4%	-13%	6%	-1.9%	5%	-41%	-11%

Ten structures from above, sorted by number of heavy atoms, smallest number first.
canonical_smiles	Luc counter	IMPase Li inh	NPSR antagonist	KDM4E inh	Epigenetic derep	SMN2 splice up	GoLoco inh red	RECQ1 inh
COCCNC(=O)c1ccc(C)cc1C	3%	11%	18%	8%	-1.6%	5%	4%	-9%
CC(=O)NC1=NN(C(C)=O)C(C)(c2ccc(C)cc2)S1 (stereo unspecified)	-1%	0%	7%	8%	-1.1%	2%	2%	-2%
C=CCOC(=O)CSCC(NC(=O)OC(C)(C)C)C(=O)OCC (stereo unspecified)	-5%	-1%[38.3 µM]	-3%[46.1 µM]	-6%	-0.3%	-5%	5%	0%
Cc1nn(C)c(C)c1/C=N/NC(=O)C(C)(C)Oc1ccc(Cl)cc1	-4%	23%[38.3 µM]	-10%[46.1 µM]	2%	-2.0%	?	3%	i
O=c1[nH]c(/C(Cl)=C/c2cccc(F)c2)nc2cc(C(F)(F)F)ccc12	4%	-2%	-7%	?	-2.5%	6%	4%	-14%
COc1ccc(/C(C)=N/NC(=O)CNC(=O)Cc2ccccc2)c(OC)c1	nt	nt	-9%	5%	0.1%	nt	9%	-14%
CC(=O)NC(Cc1ccccc1)C(=O)NC1CCN(C(=O)c2cnccn2)CC1 (stereo unspecified)	8%	-7%	2%[46.1 µM]	-3%	0.0%	9%	-19%	9%
CCN1CCN(c2cc(C)c3cc(NC(=O)c4ccc(OC)c(OC)c4)ccc3n2)CC1	0%	7%[38.3 µM]	-9%[46.1 µM]	?	3.5%&-2.7%	13%&16%	11%	22µM*
CN(C)S(=O)(=O)c1cccc(NC(=O)COC(=O)c2cn(-c3ccccc3)nc2-c2ccccc2)c1	-2%	-4%	-13%	6%	-1.9%	5%	-41%	-11%
CC(=O)Oc1cc(-c2coc3cc(OC(C)=O)c(OC(C)=O)c(OC(C)=O)c3c2=O)cc(OC(C)=O)c1OC(C)=O	0%	14%	nt	3.2µM*	-1.3%	-8%	-24%	1µM*

2 of the compounds above, with two lines to a compound:
Results follow in this order: Luc counter, IMPase Li inh, NPSR antagonist, KDM4E inh, Epigenetic derep, SMN2 splice up, GoLoco inh red, RECQ1 inh
O=C(/C=C/c1cccc([N+](=O)[O-])c1)N1CCN(c2ccccc2F)CC1
→ -3%, 4%, 2%, 10%, 0.1%, 11%, 6%, -1%
O=C(c1ccc(Cl)cc1)N1CCc2c([nH]c3ccccc23)C1C(F)(F)F (stereo unspecified)
→ nt, nt, 41%, -17%, 3.8%, nt, 16%, 5%
